H9c2 protect – myocardial damage modulation in H9c2 cells. H9c2 cardiomyocytes, H2O2 injury protection, ATPLite, 2 h. protection from H2O2 cell death, % at 20 µM. 360,000 tested, 0.63% active;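 active = compounds giving at least 50% protection of heart cells from peroxide-induced death in the single-dose screen, raw or plate-pattern-corrected value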;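 note: 0% = DMSO wells with peroxide and 100% = DMSO wells without peroxide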
Vif inh – HIV Vif inhibition; HEK293T cells, Vif self-association by quenched fluorescence, imaging, 24 h; inhibition, % at 7.49 µM; 340,000 tested, 0.35% active; in the data active = inhibition above about 50%, passing the limit was not always enough; note: some results filed as inactive read as strong as hits
ABCB6 inh 2 – human ABCB6 transporter inhibition | fluorescence ratio to DMSO, % at 10 µM | K562-ABCB6 porphyrin accumulation, flow cytometry, 1 h; stronger effect = lower value | Q9NP58 | AID 602162 | 360,000 tested, 0.19% active;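 active = fluorescence ratio to DMSO below 75%, the collection mean minus 3 SD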;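 note: signal is porphyrin accumulated inside mitochondria; 100% equals median channel fluorescence of DMSO control wells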
aDG glyco act – alpha-DG glycosylation activation | AID 624168 | 360,000 tested, 0.22% active | activation, % at 10 µM | Pro5-aDG cells, alpha-DG glycosylation AlphaScreen (IIH6); 0% Pro5, 100% B10-LARGE cell signal;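 active = activation of at least 8% versus controls, or a plate z-score of at least 8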;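 note: Pro5 are CHO cells carrying HIG-tagged alpha-DG that lacks glycosylation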
PDI inh – blocks human protein disulfide isomerase activity. P07237. PDI insulin aggregation turbidity, A650, 90 min. inhibition, % at 10 µM. 350,000 tested, 0.052% active;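 active = mean inhibition across replicates of 30% or more, whatever share of single replicates reach that level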;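 note: absorbance from insulin aggregation driven by PDI reduction with DTT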
Target sequence (P07237 whole entry, looked up): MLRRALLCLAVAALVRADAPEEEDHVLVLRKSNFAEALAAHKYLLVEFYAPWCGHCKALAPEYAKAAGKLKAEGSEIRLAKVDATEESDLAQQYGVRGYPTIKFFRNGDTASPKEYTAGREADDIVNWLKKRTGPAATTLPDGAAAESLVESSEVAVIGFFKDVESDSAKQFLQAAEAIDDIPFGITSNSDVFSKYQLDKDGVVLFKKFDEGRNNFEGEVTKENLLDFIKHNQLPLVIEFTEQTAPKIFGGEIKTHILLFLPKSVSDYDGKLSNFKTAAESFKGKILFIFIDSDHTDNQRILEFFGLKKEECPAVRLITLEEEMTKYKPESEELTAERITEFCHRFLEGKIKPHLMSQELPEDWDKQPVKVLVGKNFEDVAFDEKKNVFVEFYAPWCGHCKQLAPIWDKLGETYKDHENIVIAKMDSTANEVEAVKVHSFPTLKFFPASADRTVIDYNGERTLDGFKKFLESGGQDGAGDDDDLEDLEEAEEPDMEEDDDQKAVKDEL
MC4R antag cAMP – human MC4R antagonism in cAMP assay; 360,000 tested, 0.48% active; inhibition, % at 6.5 µM; MC4R-expressing cells, MTII-stimulated cAMP, LANCE TR-FRET;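 active = inhibition above its plate's cutoff, the mean of tested wells on that plate plus 3 SD, cut at about 29% in these data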;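 note: 0% = Melanotan II alone and 100% = Melanotan II plus saturating MCL0020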
Target sequence (P32245 whole entry, looked up): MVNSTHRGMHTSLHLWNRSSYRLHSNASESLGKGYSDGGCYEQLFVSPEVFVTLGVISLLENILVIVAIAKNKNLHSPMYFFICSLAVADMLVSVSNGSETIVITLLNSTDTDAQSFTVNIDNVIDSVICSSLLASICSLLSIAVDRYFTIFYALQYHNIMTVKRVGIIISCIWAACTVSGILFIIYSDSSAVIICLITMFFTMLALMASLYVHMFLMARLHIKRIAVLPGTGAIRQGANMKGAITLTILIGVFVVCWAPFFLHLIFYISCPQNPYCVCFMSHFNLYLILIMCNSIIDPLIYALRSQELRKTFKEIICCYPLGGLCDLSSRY
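material = U2OS cells stably expressing human melanocortin 4 receptor (MC4R) | also added = Melanotan II challenge | dosing = single nominal compound dose of 6.5 µM | detection = TR-FRET with Eu-cAMP and labeled anti-cAMP, 671 nm | replication = singlicate | timing = compound 30 min, challenge 1 h, detection 1 h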
Glyco luc inh – N-linked glycosylation inhibition; D54 ERlucT glycosylation luciferase reporter, 24 h; percent of 100 nM tunicamycin response; reporter increase, % at 12.5 µM; 360,000 tested, 0.23% active;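 active = mean luciferase reporter signal, scaled so untreated is 0 and the glycosylation-blocking control 100, at or above a set limit in every replicate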;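 note: luciferase carries N-glycosylation sites so blocking glycosylation raises the light; 0% = median of neutral control wells and 100% = median of 100 nM tunicamycin wells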
MC4R ag barr – agonists of human melanocortin 4 receptor (MC4R) beta-arrestin; U2OS MC4R beta-arrestin complementation, luminescence; percent of melanotan II response, DMSO zero; activation, % at 8.9 µM; 360,000 tested, 0.98% active; AID 540308;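 active = activation above a per-plate cutoff, the mean activation of sample wells on that plate plus 3 SD, cut at about 8% in these data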
CaV13 FRET inh – Primary screen for inhibitors of IQ motif and Ca2+-dependent inactivation inhibitor domain binding in CACNA1D, Förster resonance energy transfer in living cells, …. HEK cells, CFP/YFP FRET ICDI-IQ, plate reader, 10 min; percent FRET-ratio fall versus neutral wells. inhibition, % at 12.3 µM. 340,000 tested, 0.098% active;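 active = mean replicate inhibition of at least 30% and at least 1% of replicates passing that level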;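 note: 0% = median of the neutral control wells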
m5-HT2A agonist – agonists of mouse serotonin 5-HT2A receptor (HTR2A); CHO-K1 mHTR2A beta-arrestin complementation, luminescence; percent of 30 µM serotonin response; activation, % at 7.6 µM; 360,000 tested, 0.66% active; AID 624169;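 active = activation above a run cutoff, the mean activation of all tested compounds plus 3 SD, cut at about 14% in these data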;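 note: 0% = plate median of compound wells and 100% = 30 µM serotonin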
Active calls of the source: *; · = not tested or not shown.

cpd	mol	H9c2 protect	Vif inh	ABCB6 inh 2	aDG glyco act	PDI inh	MC4R antag cAMP	Glyco luc inh	MC4R ag barr	CaV13 FRET inh	m5-HT2A agonist
1	CC1CCCCC1NC(=O)CSc1nnc(CC(=O)Nc2ccccc2F)n1C (stereo not drawn)	1.9	16.9	87.0	0.0	-4.4	10.5	1.1	-1.0	-4.3	3.4
2	COc1ccc2nc(Nc3nc(CSc4nnnn4-c4ccccc4)cc(=O)[nH]3)nc(C)c2c1	47.4	30.5	98.0	0.1	-4.8	4.0	6.6	-2.3	-4.6	-2.1
3	CCOC(=O)C1(Cc2cccc(Cl)c2)CCCN(C(=O)c2ccc(COC)s2)C1 (stereo not drawn)	-4.2	-1.2	97.0	0.1	16.8	6.0	-1.0	-3.2	-6.5	3.3
4	CC(Sc1nnc(-c2ccccc2F)n1C)C(=O)Nc1ccc(N2CCOCC2)cc1 (stereo not drawn)	1.4	·	145.0	-0.1	·	·	1.4	·	-9.3	·
5	CCOC(=O)c1ccc(NS(=O)C23CC4CC(CC(C4)C2)C3)cc1 (stereo not drawn)	7.7	10.7	99.0	-0.1	-1.4	5.7	-1.7	-1.5	-8.3	-2.9
6	O=C(/C=C/c1cccc(Cl)c1)Nn1c(-c2cccs2)nc2ccccc2c1=O	1.8	12.3	100.0	-0.5	-4.3	9.9	-1.1	-0.2	-19.0	6.2
7	CCOC(=O)c1ccc(NC(=O)CSc2nnc(CCc3ccc(C)o3)n2-c2ccccc2)cc1	-2.2	-14.5	·	0.6	6.5	10.8	-0.2	8.2	-5.3	-4.6
8	O=C(O)c1ccccc1SCC(=O)N1CCCCC1	-9.8	14.3	98.0	0.0	1.0	0.1	-0.8	-0.5	·	3.7
9	Cc1ccc(N(CC(=O)Nc2ccc3c(c2)OCCO3)S(=O)(=O)c2c(C)n[nH]c2C)cc1	6.0	4.2	93.0	0.6	7.3	11.9	-2.0	0.4	-3.5	-1.6
10	CC(O)(c1cccc(F)c1)c1nc(-c2cnc3ccccc3c2)cs1 (stereo not drawn)	-4.1	-23.6	94.0	0.2	-1.8	2.6	1.5	2.3	-5.5	0.6
11	CCOc1ccc(N2C(=O)CC(NC3CCN(C(=O)c4cccs4)CC3)C2=O)cc1 (stereo not drawn)	4.6	·	97.0	-0.2	0.0	-2.4	-2.2	-0.6	-6.6	-2.0
12	CN(CCC(=O)Nc1ccc2c(c1)OCO2)Cc1ccccc1	8.4	-1.2	102.0	0.0	3.6	1.6	-1.5	-1.9	·	-3.5

An excerpt from above in order of their number in Vif inh, falling:
| no. | canonical_smiles | Vif inh |
| --- | --- | --- |
| 5 | CCOC(=O)c1ccc(NS(=O)C23CC4CC(CC(C4)C2)C3)cc1 (stereo not drawn) | 10.7 |
| 9 | Cc1ccc(N(CC(=O)Nc2ccc3c(c2)OCCO3)S(=O)(=O)c2c(C)n[nH]c2C)cc1 | 4.2 |
| 3 | CCOC(=O)C1(Cc2cccc(Cl)c2)CCCN(C(=O)c2ccc(COC)s2)C1 (stereo not drawn) | -1.2 |

(listing goes on)
cpd	mol	H9c2 protect	Vif inh	ABCB6 inh 2	aDG glyco act	PDI inh	MC4R antag cAMP	Glyco luc inh	MC4R ag barr	CaV13 FRET inh	m5-HT2A agonist
13	COc1ccccc1/C=C/c1nc(S(=O)(=O)c2ccccc2)c(NCCN(C)C)o1	-0.2	7.1	105.0	-0.1	-5.8	2.2	-3.8	-0.3	-7.6	-8.6
14	COC(=O)C(Cc1cnc(Cl)s1)(C(=O)OC)c1ccc([N+](=O)[O-])cc1[N+](=O)[O-]	-1.9	8.9	94.0	0.2	-24.8	1.9	-0.5	-0.6	·	-5.5
15	CCCC(C)NC(=O)c1cccc(Oc2ccccc2)c1 (stereo not drawn)	-7.5	-5.9	95.0	1.6	-1.6	-11.9	-1.8	0.4	-19.4	1.2
16	COc1cc(-c2c(C#N)c(N)nc3c2CCCC3)ccc1O	-9.8	-12.1	96.0	0.2	-0.1	5.7	3.5	-1.4	·	-2.6
17	COC(=O)c1ccc2c(c1)sc(=NC(=O)CCS(=O)(=O)c1ccccc1)n2C	6.4	2.3	93.0	0.0	5.2	6.1	-7.2	-3.4	-2.2	-3.1
18	Nc1nonc1/C(=N/O)N1CCN(CCO)CC1	1.9	4.9	89.0	-0.2	7.8	14.0	-0.3	-0.1	-5.0	2.0
19	CC(c1nccs1)N(C)C(=O)CCc1nnc(-c2ccc(-c3ccccc3)cc2)o1 (stereo not drawn)	-9.6	-28.4	94.0	0.8	7.9	3.1	-4.1	-1.6	-1.8	-2.4
20	CCOc1ccc2c(=O)c(-c3ccc4c(c3)OCCCO4)c(C)oc2c1	-7.7	2.6	100.0	0.5	-7.9	0.7	-1.8	0.1	-5.8	-1.8
21	CCN(CC)C(=O)c1ccc2c(c1)N(Cc1ccccc1)C(=O)CS2=O (stereo not drawn)	-4.4	-3.3	100.0	0.0	·	-10.3	1.7	-1.7	-9.7	-3.1
22	COc1ccccc1CNC(=O)C(NS(=O)(=O)c1cccc2nsnc12)C(C)C (stereo not drawn)	1.0	-1.9	93.0	0.0	1.7	14.6	2.6	-0.5	-5.7	-1.2
23	Cc1ccccc1SCC(=O)OCC(=O)Nc1sccc1C(N)=O	-19.0	-4.4	100.0	0.4	0.8	-1.5	-1.1	-1.9	-3.2	-5.4
24	O=C(CCn1cnnn1)Nc1cccc(F)c1	-0.4	-4.2	95.0	-0.2	1.9	11.4	0.9	-1.3	-2.3	-2.9
25	CC(C)CC(=O)N1CCN(C(=O)c2ccc(-c3ccccc3)cc2)CC1	-5.7	-3.8	97.0	0.0	-1.2	6.7	-4.4	0.7	-5.2	0.9
26	COc1cccc(OC)c1C(=O)Nc1ccccc1NC(=O)c1c(OC)cccc1OC	10.0	-3.2	90.0	0.0	-5.2	5.3	-0.9	-0.8	-3.0	5.6
27	O=C(Cc1ccc(Cl)cc1)Nc1ccc(Br)cn1	0.7	13.6	102.0	0.0	1.9	18.1	-3.1	3.9	-19.8	-2.6
28	O=C(CSc1nnc2c(Cl)cc(Cl)cn12)N1CCN(c2ccc(F)cc2)CC1	0.8	-0.5	100.0	0.0	-6.3	21.9	2.8	-2.1	-4.3	-1.1
29	CCN1CCN(C(=O)C(Cc2ccccc2)NC(=O)c2ccc(Cl)c(S(=O)(=O)N(C)C)c2)CC1 (stereo not drawn)	2.4	-4.1	93.0	-0.1	-6.9	-0.7	3.2	-0.8	-4.9	-7.6
30	Cc1cccc(NC(=S)NC(=O)Cc2ccccc2)c1C	-7.8	-6.0	95.0	0.3	-3.1	-3.1	1.3	5.5	-0.9	7.6
31	O=C(CCC(=O)Nc1ccccc1Cl)NNS(=O)(=O)c1ccc(Cl)cc1	7.3	-2.9	98.0	-0.1	4.4	5.0	0.1	1.7	-5.5	3.3
32	C(=N\NC1=NCCN1)/c1ccncc1	-0.6	-1.2	98.0	-0.1	12.3	-0.6	-0.4	0.7	-0.7	2.5
33	CN1CCN(C(=O)C2=C[C@@H](c3csc4ccccc34)C[C@@H](OCc3ccc(CO)cc3)O2)CC1	19.1	-4.5	97.0	0.8	10.5	-2.5	-6.0	0.3	-4.3	-9.4
34	CCNC(=O)C1(C)CCN(C(=O)c2ccc(C(F)(F)F)cc2)C1 (stereo not drawn)	0.5	12.7	113.0	-0.2	1.7	-3.6	0.7	0.4	-5.8	8.3
35	Cc1cc(C)c(C)c(OCCOCCN2CCOCC2)c1	10.2	4.9	79.0	0.1	-7.7	2.7	-0.7	-2.2	·	-1.3
36	c1ccc(-c2n[nH]c3ccccc23)cc1	1.9	-8.6	99.0	-0.1	0.5	8.5	-2.4	3.1	-7.7	-1.3
37	CN(C)S(=O)(=O)c1cccc(NC(=O)COC(=O)[C@H](Cc2ccccc2)NC(=O)c2ccco2)c1	-1.1	17.3	96.0	-0.1	7.0	11.0	1.9	-1.8	-6.1	-4.6
38	O=C(c1ccc2c(c1)OCCO2)C1CCN(S(=O)(=O)c2cccc(F)c2)CC1	-5.5	-4.6	93.0	-0.2	-6.5	0.2	-5.8	-1.6	-4.7	0.6
39	Cc1ccc(NS(=O)(=O)c2ccc(-c3coc(C)n3)cc2)c(C)c1	-8.4	-3.3	101.0	0.2	2.0	17.6	-0.4	0.7	-10.9	-3.1
40	COC(=O)c1ccccc1S(=O)(=O)N1CCC(C(=O)NCC2CCCO2)CC1 (stereo not drawn)	-1.6	4.1	101.0	2.1	2.3	14.7	0.4	-2.0	-5.5	-3.3
41	COc1ccc(Cl)cc1NC(=O)CSC1=NN2CCCC(=O)N=C2S1	-7.2	-9.8	102.0	0.7	-2.9	20.5	-0.5	0.6	-3.5	5.9
42	CCn1c(C)nnc1SCC(=O)Nc1ccc(N2CCOCC2)cc1	-6.2	-7.7	103.0	0.0	2.2	15.0	4.1	-1.1	·	4.4
43	Cc1ccc(C(=O)Nc2ccccc2C(=O)NC(Cc2ccccc2)C(=O)O)cc1 (stereo not drawn)	0.4	·	102.0	0.3	2.4	2.7	2.5	0.2	-5.2	2.1
44	CCOCCCn1c(=NC(=O)c2ccco2)c(C(=O)OCC)cc2c(=O)n3cccc(C)c3nc21	29.5	-3.4	99.0	0.2	2.1	4.6	5.5	-2.4	10.2	-0.1
45	CN(C(=O)CCc1nnc(CCCCc2ccccc2)o1)C1CCOCC1	0.4	2.4	99.0	-0.1	-6.8	14.0	0.0	-0.9	7.2	1.1
46	CCCCCNC(=O)c1ccccc1SC	-1.4	-8.9	102.0	-0.1	-8.7	2.6	1.5	-1.4	·	1.3
47	COc1ccccc1C(=O)N/C(=C\c1ccc(Br)cc1)C(=O)NCCCO	-2.9	0.4	101.0	0.3	-3.2	3.1	2.2	-2.4	7.4	-11.1
48	COC(=O)Nc1ccc(OC)c(OC)c1	-3.4	6.1	97.0	0.1	-2.7	7.1	1.9	-1.0	·	0.1
49	CCCCN(C)C(=O)C1CCN(C/C(C)=C/c2ccccc2)CC1	-8.6	4.8	90.0	0.0	6.9	8.0	-1.8	-1.6	-0.8	-6.3
50	CN(C#N)c1nc(N2CCOCC2)nc(N2CCOCC2)n1	5.5	1.9	95.0	-0.3	5.3	6.2	1.2	1.3	-4.2	-2.0
51	CCCNC(=O)CC1Sc2ccccc2NC1=O (stereo not drawn)	-2.2	-3.0	96.0	-0.1	12.0	13.1	2.4	-0.4	-4.0	-0.7
52	CCCn1c(S(=O)(=O)O)nc2ccccc21	4.0	4.3	98.0	0.2	2.3	-1.3	1.4	1.1	-3.7	5.0
53	CC1=CC2=NC(=O)/C(=C\c3cc(C)n(-c4cccc(Cl)c4)c3C)C(=N)N2O1	5.1	-5.2	98.0	0.3	-3.5	1.9	2.5	4.6	-3.4	9.2
54	Oc1ccccc1CNc1ccc2c(c1)OCCO2	-7.2	-4.3	98.0	0.9	5.9	20.7	-6.4	-1.4	-3.5	-0.2
55	CC(Oc1ccccc1)C(=O)Nc1ccc(S(=O)(=O)NCC2CCCO2)cc1 (stereo not drawn)	-5.4	-0.2	101.0	0.0	-3.0	4.3	-3.4	-1.2	·	-4.3

Screening results as filed in PubChem.
